Screening data deposited in PubChem BioAssay by National Center for Advancing Translational Sciences (NCATS).
DT40 TDP1 no CPT = qHTS for Inhibitors of human tyrosyl-DNA phosphodiesterase 1 (TDP1): qHTS in cells in absence of CPT | Potency, µM (doses to about 46.2 µM), inactives show at the top dose activity change, negative = growth inhibition, usual class: inhibitors | AID 686978, 2013 | 420,000 compounds, 15% hits | DT40 Tdp1-/- hTDP1 cells, no CPT, ATP luminescence, 48 h; note: nearly all actives have a fitted effect of over 55% in size
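Stably hTDP1-transfected Tdp1-null chicken DT40 cells were treated with library compounds minus camptothecin and grown for at least 48 hr at 37 °C, after which cellular ATP was quantified by luminescence.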
N370S GC mod = qHTS Assay for Inhibitors and Activators of N370S glucocerebrosidase as a Potential Chaperone Treatment of Gaucher Disease; Lysosomal acid glucosylceramidase (Homo sapiens), P04062; N370S GC spleen homogenate, 4MU-glucoside fluorescence; Potency, µM (doses to about 59.4 µM), inactives show top-dose activity change, negative = inhibition, usual class: inhibitors; 330,000 compounds, 0.092% hits; AID 2101, 2009;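 note: 0% = full enzyme activity and -100% = no enzyme basal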
TDP1 block = qHTS Assay for Inhibitors of Tyrosyl-DNA Phosphodiesterase (TDP1); recombinant TDP1, AlphaScreen DNA substrate cleavage; Tyrosyl-DNA phosphodiesterase 1 (Homo sapiens), Q9NUW8; Potency, µM (highest dose often 130 µM), for inactives: top-dose activity change, negative = inhibition, actives largely listed as inhibitors; AID 485290, 2010; 350,000 compounds, 0.28% hits; note: nearly all actives have a fitted effect of over 40% in size
Target sequence (Q9NUW8 whole entry, looked up): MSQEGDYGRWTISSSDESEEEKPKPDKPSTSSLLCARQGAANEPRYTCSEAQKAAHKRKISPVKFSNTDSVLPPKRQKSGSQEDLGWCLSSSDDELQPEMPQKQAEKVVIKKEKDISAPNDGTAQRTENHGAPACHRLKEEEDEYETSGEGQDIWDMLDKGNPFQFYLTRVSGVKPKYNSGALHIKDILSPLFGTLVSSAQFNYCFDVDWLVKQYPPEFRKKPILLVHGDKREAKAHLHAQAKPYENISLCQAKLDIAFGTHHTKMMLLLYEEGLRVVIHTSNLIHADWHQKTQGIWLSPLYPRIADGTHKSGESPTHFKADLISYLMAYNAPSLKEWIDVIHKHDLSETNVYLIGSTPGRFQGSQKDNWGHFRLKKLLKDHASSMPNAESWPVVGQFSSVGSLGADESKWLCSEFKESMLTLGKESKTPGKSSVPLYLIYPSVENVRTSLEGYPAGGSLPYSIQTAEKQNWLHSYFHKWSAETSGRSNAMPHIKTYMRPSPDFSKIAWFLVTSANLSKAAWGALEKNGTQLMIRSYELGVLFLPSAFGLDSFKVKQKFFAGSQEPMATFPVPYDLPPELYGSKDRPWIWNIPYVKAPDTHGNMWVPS
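Enzyme-compound mixtures sat 15 min at room temperature, followed by a 5 min reaction with 15 nM final substrate and 10 min with AlphaScreen beads. Recombinant human Tdp1 was used at 1 nM final.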
Active calls of the source: *; ? = inconclusive; / = no result given; & = joins results of further samples; [ ] = dose if it differs, or a comment. Calls come from the whole dose curve; as a rule, active = well fitted curve in the direction sought with a large enough effect; inconclusive = small, poorly fitted or top-dose-only effect, or another doubt; inactive = no such curve, though single readings can be large; an effect the other way counts as inactive or inconclusive. Unless noted, % is set by controls: 0 for no effect and ±100 for the full control effect; potency is the fitted concentration of half-maximal effect.

SMILES | DT40 TDP1 no CPT | N370S GC mod | TDP1 block
Cc1cc(=O)oc2cc(OCC(=O)Nc3c(C(C)C)cccc3C(C)C)ccc12 | 13µM* | / | 5%[12.3 µM]
Cc1cc(C)c(NC(=O)CNC(=O)CN2C(=O)NC3(CCCc4ccccc43)C2=O)c(C)c1 (stereo not given) | 1% | -1% | /
Cn1c(COc2ccccc2)nnc1SCc1cc(=O)[nH]c2ccccc12 | ? | 1% | 8%
CSc1nnc(-c2ccccc2N=Cc2c(C)[nH]n(-c3ccc4ccccc4c3)c2=O)c(=O)[nH]1 | ? | 4% | 10%
NNC(=O)c1csc(-c2ncc(C(F)(F)F)cc2Cl)n1 | -3% | 2% | 3%
O=C(NCc1ccccn1)c1nn(-c2ccccc2)c(=O)c2ccccc12 | -5% | 9% | 2%
CCCSC1=N/C(=C\c2ccsc2)C(=O)S1 | -27% | -5% | -4%
CC(=O)c1sc(-c2ccccc2Cl)nc1C | 8% | -1% | -4%
O=C(Nc1ccccc1Cl)C1Cc2ccccc2O/C1=N\O (stereo not given) | -22% | -9% | /
O=C(Nc1nccs1)C1=COCCO1 | -10% | / | 1%
Cc1ccc(O)c(-c2cc(C(=O)NCc3ccccc3)[nH]n2)c1 | ? | 5% | 0%
NS(=O)(=O)c1ccc(CCNC(=O)c2cc3ccccc3s2)cc1 | -22% | 2% | /
O=C(NC1CC1)c1cc(F)c(F)cc1Cl | -7% | / | 0%
CC(C)NC(=O)N(C)C[C@H]1Oc2ccc(NC(=O)Nc3ccc(C(F)(F)F)cc3)cc2C(=O)N([C@H](C)CO)C[C@@H]1C | -16% | / | 2%
Cc1ccc(Cl)cc1N1CCN(C(=O)C2CCC(=O)N2C(C)C)CC1 (stereo not given) | 0% | -11% | 4%
CS(=O)(=O)N(CC(=O)Nc1ccccc1)c1cccc(Cl)c1Cl | -5% | 4% | 7%
CCN(CC)C(=O)Cn1cc(SCC(=O)Nc2ccc(C)cc2)c2ccccc21 | 26µM* | / | 8%
CCOc1ccc2c(c1)/C(=C(\C(Cl)=C(Cl)Cl)[N+](=O)[O-])N2 | 7% | 24% | 11%
Cc1nc2nncn2c(Nc2ccc(F)cc2)c1C | 9.2µM* | / | 2%
COc1cccc(NC(=O)Cn2cnc3sc(C)c(S(=O)(=O)N4CCN(C)CC4)c3c2=O)c1 | ? | 24% | 0%
CC1CSc2nnc(CCc3ccccc3)n21 (stereo not given) | -12% | 1% | 4%
COc1ccc(C2(C(=O)NCCCN3CCOCC3)CCOCC2)cc1 | 8% | -2% | 4%
O=C(CCCOc1ccc(Cl)cc1Cl)N/N=C/c1ccccc1O | 5.2µM* | 10% | 3%
FC(F)(F)c1ccccc1-c1nc(-n2ccnc2)c2ccccc2n1 | 1% | 8% | /
CCOc1ccc(N(C(=O)Cn2nnc3ccccc32)C(C(=O)NCc2ccccc2)c2ccc(OC)cc2)cc1 (stereo not given) | -21% | / | 4%
CCN(CC)CC(=O)Nc1sc(C)c(C)c1C(=O)c1ccc(C)cc1 | ? | -10% | 5%
O=C(C[n+]1cccc(O)c1)Nc1ccc(Br)cc1 | -3% | -9% | -3%
COc1ccccc1N1CCN(C(=O)CSc2nc3ccccc3c(=O)n2CC2CCCO2)CC1 (stereo not given) | ? | 10% | 7%
Cc1ccc(OCCn2c(C)nc3ccccc32)cc1 | ? | 2% | /
CCOc1ccc2nc(NC(=O)C3CCCN(S(=O)(=O)c4cccs4)C3)sc2c1 (stereo not given) | ? | ? | 7%

Next records
SMILES | DT40 TDP1 no CPT | N370S GC mod | TDP1 block
CC(=O)c1c(C)nn(CC(=O)NC2CCCN(Cc3ccc(CC(C)C)cc3)C2)c1C (stereo not given) | ? | -2% | 2%
CC1CCC(NC(=O)c2ccc3snnc3c2)CC1 (stereo not given) | -27% | 1% | 4%
CN(C)C(CNc1nnnn1-c1ccccc1)c1ccco1 (stereo not given) | 3% | -18% | 1%
CC(NC(=O)CSCc1ccc(Br)cc1)c1ccccc1 (stereo not given) | -30% | -6% | -3%
CCO[C@H]1OC(C(=O)NC2CC2)=C[C@@H](C2CC2)[C@@H]1CCCO | 2% | -4% | 3%
Nc1n[nH]c(-c2ccccc2)c1-c1ccccc1 | -10% | 1%[2.35 µM] | 2%
Cc1ccc(C)c(N(CC(=O)NC2CCCCC2)C(=O)CCC(=O)Nc2ccccn2)c1 | / | -10% | 5%
CCOc1ccc(/C=N/Nc2nncc(-c3ccccc3)n2)cc1OC | 15µM* | 6% | 3%
CCOC(=O)N/N=C(\C)c1ccc(Oc2ncccn2)cc1 | -12% | -3% | /
CCOC(=O)C(C(=O)OCC)N(C#N)c1nc(C)cc(C)n1 | -6% | 7% | 3%
CCN(CC)S(=O)(=O)c1ccc(Cl)c(C(=O)Oc2cccnc2)c1 | -4% | 6% | 0%
C=CCSC1=C(C#N)C(c2ccccc2C)CC(=O)N1 (stereo not given) | -26% | 2% | -5%
CC1CCN(C(=O)CCNC(=O)Cn2cnc3sc4c(c3c2=O)CCCC4)CC1 | -16% | 8%[12.8 µM] | 2%
Cc1ccc(C)c(NC(=O)COC(=O)Cc2ccsc2)c1 | ? | 2% | 5%
COc1cccc(CSc2nc3ccccc3cc2C=O)c1 | 1µM* | 15% | 1%
Cc1ccc(NC(=O)C2CCC(CNS(=O)(=O)c3cccc4nsnc34)CC2)c(Cl)c1 (stereo not given) | ? | / | 1%
CCN(CC)S(=O)(=O)c1ccc(N2CCCC2)c(NC(=O)Cc2cc(OC)c(OC)c(OC)c2)c1 | -23% | 1% | /
Cn1c(=N)n(CC(=O)c2ccccc2)c2ccccc21 | 18µM* | -27% | -7%
Cc1nnc(SC(C)C(=O)Nc2nccs2)s1 (stereo not given) | 18% | -1% | 3%
Cc1ccc(Cc2c(C)nc3nc(SCC(=O)NCCCN4CCOCC4)nn3c2C)cc1 | -18% | -1% | 2%
O=[N+]([O-])c1ccc(Sc2ncccn2)c([N+](=O)[O-])c1 | 0.92µM* | 2% | 5%
C/C(=N\NC(=O)c1ccccc1F)c1ccc(C#N)cc1 | -11% | -12% | -5%
FC(F)(F)c1nc2ccccc2nc1N/N=C/c1ccc(Cl)cc1 | ? | -15% | 7%
O=C(NCCCCNC(=O)C1CCCC1)C1CCCC1 | 3% | -13% | -4%
CCN(CC)CCN(Cc1cc2cc(C)ccc2[nH]c1=O)C(=S)Nc1ccccc1 | ? | -11% | -3%
CN(NS(=O)(=O)c1ccc(Cl)cc1)c1cnn(C)c(=O)c1Cl | -2% | 2% | 0%
Nc1nc(Br)c2c(F)cccc2c1-c1ccccc1 | ? | 11% | -4%
COc1cc(C)c(C(N)=O)c(OC)n1 | -2% | -3% | 8%
COC(=O)c1ccccc1NC(=O)Nc1ccc2c(c1)OCO2 | 6% | 0%[12.8 µM] | -3%
COc1cc2c(c(OC)c1OC)-c1c(cc3c(c1OC)OCO3)CC(C)C(C)C2 (stereo not given) | / | 4% | -3%

Later entries.
SMILES | DT40 TDP1 no CPT | N370S GC mod | TDP1 block
O=C1C(C=NCc2ccccn2)=C(O)c2ccccc21 | -9% | -15% | 9%
CCc1ccc(N(CC(=O)NCc2cccnc2)S(=O)(=O)c2ccccc2)cc1 | -25% | 10% | 7%
C[C@H](CO)N1C[C@H](C)[C@@H](CN(C)S(=O)(=O)c2cccs2)Oc2ccc(NS(=O)(=O)c3ccccc3)cc2C1=O | ? | / | 1%
CCOC(=O)c1ccccc1NC(=O)c1cc2ccc3cccnc3c2[nH]1 | -15% | / | 3%
Cc1nnc(SCCCn2c(N3CCCCC3)nc3c2c(=O)[nH]c(=O)n3C)s1 | -19% | -2% | 5%
O=C(Nc1ccccc1Cc1ccccc1)c1ccccc1NS(=O)(=O)c1ccc(Cl)s1 | 3.7µM* | 5% | -3%
Cc1onc(-c2ccccc2Cl)c1C(=O)Nc1ccc(-c2nnc3n2CCCCC3)cc1 | ? | 4% | 2%
O=C(Nc1ccccc1)C1CCN(C(=O)c2ccccc2)CC1 | -11% | 0% | 5%
O=C(Oc1coc(CSc2ncccn2)cc1=O)c1ccc(Br)o1 | ? | -1% | -5%
CCCCS(=O)(=O)Nc1ccc2ncn(C)c(=O)c2c1 | -10% | -7% | 4%
CC(C)(C)NC(=O)CSc1nc(O)cc(=O)n1-c1ccccc1 | 1% | -1% | -12%
NC(Cc1ccc(O)c(O)c1)C(=O)O (stereo not given) | 2.9µM* | -23% | /
Cc1ccccc1NC(=O)COC(=O)c1cc(S(=O)(=O)N2CCOCC2)ccc1C | -23% | / | 0%
CCOc1ccc(NC(=O)c2c(OC)cccc2OC)cc1 | -3% | -8% | 1%
O=C(NC1CCN(C(=O)NCc2ccccc2)CC1)c1cccc(F)c1 | -15% | 1% | 3%
Cc1ccc(C(=O)N/N=C/c2sc(=O)n(Cc3cccc(C(=O)O)c3)c2Cl)cc1 | -2% | / | -2%
COc1ccccc1/C=C/C=N/NC(=O)c1ccco1 | ? | -6% | 0%
CCSC1=NCCN1C(=O)c1c(-c2ccccc2Cl)noc1C | -6% | 0% | 0%
CC1CCN(c2nc(/C=C/c3ccccc3)nc3ccccc23)CC1 | ? | -1% | -1%
CCN(C[C@H]1N[C@@](C)(C(=O)OC)[C@H]2C(=O)N(C)C(=O)[C@@H]12)S(=O)(=O)c1ccc(-c2ccccc2)cc1 | ? | / | 2%
CCCNC(=O)c1ccccc1NC(=O)c1nsc2ccccc12 | ? | / | 5%
OC(COc1ccc2ccccc2c1)Cn1cncn1 (stereo not given) | ? | 10% | 0%[56.1 µM]
Cc1ccccc1C(=O)Nc1c2c(nc3ccccc13)CCCC2 | -8% | -2% | -1%
CN(C)c1ccc(CN(Cc2ccco2)C(=O)c2ccc(F)cc2)cc1 | ? | / | 11%
COc1ccc(NC(=O)NC(C(F)(F)F)C(F)(F)F)cc1 | ? | -6% | -6%
COc1ccc(S(=O)(=O)NNC(N)=S)cc1 | -15% | -1% | 8%
O=C(CN1CCc2cc3c(cc2C1)OCCCO3)Nc1ccc(S(=O)(=O)N2CCCC2)cc1 | ? | -7% | 5%
Cc1ccc(OC(=O)c2ccc(Cl)c([N+](=O)[O-])c2)cn1 | 0% | 0% | /
CCc1c(-c2ccccc2)nc(N)c(C#N)c1-c1cccs1 | -8% | 9% | 2%
Cc1csc(NC(=O)C2CCCN2C(=O)Oc2ccccc2)n1 (stereo not given) | -14% | 6% | -2%

The list goes on:
SMILES | DT40 TDP1 no CPT | N370S GC mod | TDP1 block
Cc1nc(-c2ccc(S(=O)(=O)Nc3ccc(Br)cc3Cl)s2)cs1 | -2% | ? | 3%
Cc1ccc(C2SCC(C(=O)O)N2C(=O)c2ccc(F)cc2)cc1 (stereo not given) | -3% | -6% | 3%
O=C(COc1ccccc1)Nc1nc(-c2cccs2)cs1 | ? | -7% | 5%
COc1ccc2oc(C(=O)OCC(=O)Nc3cccc(S(=O)(=O)N4CCOCC4)c3)c(C)c2c1 | ? | -23% | 1%
O=C(c1ccco1)N1CCN(Cc2nc(Cc3ccccc3)no2)CC1 | -7% | 10% | 8%
O=C(Nc1nnc(SCCC2OCCO2)s1)C1CC(=O)N(c2ccccc2)C1 (stereo not given) | -8% | -9% | 5%
Cc1ccc(C)c2[nH]c(=O)c(CCNC(=O)CC(C)C)cc12 | 2% | 1% | 7%
O=C(Nc1ccc(-c2ccc(N3CCCCC3)nn2)cc1)c1ccco1 | 26µM* | -1% | /
COc1cccc(OCc2nc3ccccc3n2CCOc2ccc(C)cc2)c1 | 16µM* | / | 4%
Cc1cc(-c2ccccc2)nc2cc(C(=O)OC(C)C)nn12 | 10% | -6% | /
COc1ccc(C(=O)NC2CCCc3c2cnn3-c2ccccc2F)cc1OC (stereo not given) | 1.6µM* | -4% | 2%
Cc1c(-c2cc(C(=O)O)on2)cnn1C | 2% | -6% | 0%
Cc1ccc(C)c(Cn2c(=O)n(-c3ccccc3)c(=O)c3c4c(sc32)CCCC4)c1 | -6% | / | 2%
COc1ccc(C(CC(=O)Nc2ccccn2)N2Cc3ccccc3C2=O)cc1OC (stereo not given) | -30%&-23% | -7% | -3%
CCn1nnnc1NCc1ccc(SC)cc1 | 9% | 6% | /

In a second layout: entries from further up
CCn1nnnc1NCc1ccc(SC)cc1
- DT40 TDP1 no CPT: 9%
- N370S GC mod: 6%
- TDP1 block: /

O=C(c1ccco1)N1CCN(Cc2nc(Cc3ccccc3)no2)CC1
- DT40 TDP1 no CPT: -7%
- N370S GC mod: 10%
- TDP1 block: 8%

COc1ccc2oc(C(=O)OCC(=O)Nc3cccc(S(=O)(=O)N4CCOCC4)c3)c(C)c2c1
- DT40 TDP1 no CPT: ?
- N370S GC mod: -23%
- TDP1 block: 1%

Cc1ccc(C)c2[nH]c(=O)c(CCNC(=O)CC(C)C)cc12
- DT40 TDP1 no CPT: 2%
- N370S GC mod: 1%
- TDP1 block: 7%

Only part of the results is shown; rates above refer to the full screens.
